G9a block: blocks human histone lysine methyltransferase G9a. Q96KQ7. G9a H3K9 monomethylation, AlphaScreen, 2 h. Potency, µM (series often up to 102 µM), without a hit: at the top dose activity, negative = inhibition, most hits filed as inhibitors. hit rate 8.8% among 350,000. AID 504332; note: % is set by controls: 0 for no effect and ±100 for the full control effect; nearly all actives have a fitted effect of over 75% in size
Target sequence (Q96KQ7 913-1193 limits assumed): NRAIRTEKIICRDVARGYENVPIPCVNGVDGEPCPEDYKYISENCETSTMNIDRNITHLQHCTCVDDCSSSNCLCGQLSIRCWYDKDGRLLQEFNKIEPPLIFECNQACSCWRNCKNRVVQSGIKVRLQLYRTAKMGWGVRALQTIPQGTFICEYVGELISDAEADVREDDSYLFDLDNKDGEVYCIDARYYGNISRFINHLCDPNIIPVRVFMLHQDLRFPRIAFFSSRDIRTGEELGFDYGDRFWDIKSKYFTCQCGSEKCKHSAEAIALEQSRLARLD
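AlphaScreen detection with an anti-monomethyl H3K9 antibody quantified product after a 2 h room-temperature reaction containing 500 nM biotinylated H3K9 peptide, 20 µM SAM and 20 nM enzyme, which had been preincubated 15 min with compound.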
POLI inh: blocks human DNA polymerase iota activity; Q9UNA4; Pol iota fluorescent replication assay, 10 min; hit rate 1% among 390,000; Potency, µM (series often up to 115 µM), for inactives: top-dose activity, negative = inhibition, most hits filed as inhibitors
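Fluorescent replication assay read twice, at 0 min and 10 min after adding 50 nM (final) substrate. Enzyme (10 nM) and compounds were first incubated 15 min at room temperature; enzyme-free buffer wells were negative controls.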
BLM inh: blocks DNA unwinding by human BLM helicase. P54132. recombinant BLM DNA unwinding, fluorescence dequenching. Potency, µM (highest dose often 56.1 µM), for inactives: at the top dose activity change, negative = inhibition, usual class: inhibitors. hit rate 0.2% among 350,000;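 note: plate controls were vehicle for no effect and no enzyme for full effect; nearly all actives have a fitted effect of over 35% in size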
POLB inh: inhibitors of human DNA polymerase beta; P06746; Pol beta primer extension/strand displacement, fluorescence kinetic; Potency, µM (titrated, usually from 114 µM), for the others: at the highest dose activity change, negative = inhibition, actives largely listed as inhibitors; hit rate 1.3% among 340,000; note: % is set by controls: 0 for no effect and ±100 for the full control effect
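10 nM enzyme + cpd, 15 min RT; start with substrate 50 nM final; read 0 min and after 10 min RT. Corrected, normalized data; 4-parameter Hill curve fit.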
Pol eta inh: DNA polymerase eta (human) inhibition. recombinant Pol eta, fluorescent DNA replication assay. Potency, µM (series often up to 114 µM), without a hit: top-dose activity change, negative = inhibition, actives largely listed as inhibitors. hit rate 1.2% among 390,000; note: % is set by controls: 0 for no effect and ±100 for the full control effect
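Fluorescent replication assay: 50 nM final substrate added after a 15 min room-temperature compound preincubation with 10 nM enzyme. Signal taken at 0 min and again at 10 min.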
BAZ2B inh: BAZ2B (human) inhibition | AlphaScreen BAZ2B-H3K14Ac peptide displacement | hit rate 4.4% among 360,000 | Potency, µM (top dose mostly 114 µM), without a hit: at the top dose activity change, negative = inhibition, most hits filed as inhibitors | Q9UIF8; note: % is set by controls: 0 for no effect and ±100 for the full control effect; nearly all actives have a fitted effect of over 60% in size
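Complex of BAZ2B and biotin-H3K14Ac (50 nM apiece) forms over 30 min at RT, then faces library compounds up to 110 uM for another 30 min; AlphaScreen beads added, 20 min dark incubation, luminescence read.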
APE1 inh: APE1 (human) endonuclease inhibition. recombinant APE1, TAMRA/BHQ-2 abasic DNA cleavage fluorescence. Potency, µM (top dose mostly 65.8 µM), without a hit: at the highest dose activity change, negative = inhibition, actives largely listed as inhibitors. hit rate 0.35% among 350,000. AID 2517;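 note: plate controls were vehicle for no effect and reference inhibitor for full effect; nearly all actives have a fitted effect of over 55% in size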
Target sequence (P27695 whole entry, looked up): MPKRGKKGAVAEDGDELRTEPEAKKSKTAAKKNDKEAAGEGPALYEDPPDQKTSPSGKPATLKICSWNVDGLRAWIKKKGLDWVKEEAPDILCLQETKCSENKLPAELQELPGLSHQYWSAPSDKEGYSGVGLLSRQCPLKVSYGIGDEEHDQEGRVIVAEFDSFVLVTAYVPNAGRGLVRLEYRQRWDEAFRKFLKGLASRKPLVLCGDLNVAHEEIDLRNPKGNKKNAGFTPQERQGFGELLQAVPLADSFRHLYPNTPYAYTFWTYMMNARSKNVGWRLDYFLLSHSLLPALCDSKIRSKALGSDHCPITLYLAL
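Quantitative HTS: incision of a TAMRA/BHQ-2 double-stranded substrate bearing a tetrahydrofuran abasic site by 0.75 nM APE1 raises fluorescence. Substrate 50 nM final, added after 15 min compound preincubation at room temperature; progress as third-minus-first kinetic read difference.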
JMJD2A Tudor inh: blocks the human JMJD2A Tudor domain; O75164; AlphaScreen JMJD2A-Tudor / H3K4me3 peptide binding; Potency, µM (titrated, usually from 114 µM), inactives show top-dose activity change, negative = inhibition, usual class: inhibitors; hit rate 4.4% among 390,000; AID 504339; note: % is set by controls: 0 for no effect and ±100 for the full control effect; nearly all actives have a fitted effect of over 50% in size
Pol kappa inh: DNA polymerase kappa (human) inhibition; Q9UBT6; purified Pol kappa, fluorescent DNA synthesis assay, 10 min; Potency, µM (highest dose often 107 µM), inactives show at the top dose activity, negative = inhibition, usual class: inhibitors; hit rate 0.53% among 400,000; AID 588579; note: % is set by controls: 0 for no effect and ±100 for the full control effect
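First, compounds were pin-transferred onto 10 nM Pol kappa. After 15 min at room temperature, substrate was added to 50 nM final. Fluorescence was then measured kinetically at 0 and 10 min.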
* hit, by the source's call; ? = inconclusive; / = not tested or not shown; & = joins results of further samples; [ ] = another dose, or the depositor's remark. Calls come from the whole dose curve; as a rule, active = well fitted curve in the direction sought with a large enough effect; inconclusive = small, poorly fitted or top-dose-only effect, or another doubt; inactive = no such curve, though single readings can be large; an effect the other way counts as inactive or inconclusive. Potency is the fitted concentration of half-maximal effect. Not all compounds are listed; count on the stated rates, not on these rows.

Values run as follows: BAZ2B inh	JMJD2A Tudor inh	BLM inh	APE1 inh	G9a block	Pol kappa inh	Pol eta inh	POLB inh	POLI inh
> CCC(=O)N1CC(=O)Nc2ccc(Br)cc2C1c1ccccc1 (stereo unspecified)
  -5%	-5%	-7%	20%	/	-9%	1%	-2%	74%[activator]
> Cc1noc(NS(=O)(=O)c2ccc(NC(=O)CCCOc3ccc(Cl)cc3Cl)cc2)c1C
  -10%	?	-9%	-1%	3%[59 µM]	-16%	5%	10%	-2%
> CC(C)N1CCN(c2ccc(O)cc2)CC1
  -6%	?	-7%	-1%	8.9µM*	-9%	-18%	-15%	34%[activator]
> C#CC1(OC(=O)c2ccccc2)CC(C)N(C)CC1C (stereo unspecified)
  -1%	-6%	-3%	29%	13%	-5%	-11%	6%	3%
> CN(C)S(=O)(=O)c1cc(NC(=O)COC(=O)Cc2ccccc2)ccc1Cl
  -2%	?	1%	16%	-3%[59 µM]	-17%	-15%	-3%	7%
> Cc1ccc(NN=C2C(=O)OC(C)(C)OC2=O)c(C)c1
  ?	-23%	3%	-2%	-26%	-8%	-18%	-4%	-2%
> COc1ccc(OCC(=O)Nc2ccc(Cl)cc2C(=O)c2ccccc2)cc1
  -4%	-1%	-2%	-2%	?	-16%	4%	16%	12%
> CCCc1[nH]nc2c1C1(C(=O)N(Cc3ccccc3)c3ccccc31)C(C(=O)OC)=C(N)O2 (stereo unspecified)
  -33%	-25%	-12%	-9%	50µM*	-5%	-20%	-14%	9%
> CCC1C(C)=NN=C(c2ccc(OC)c(OC)c2)c2cc(OC)c(OC)cc21 (stereo unspecified)
  /	/	0%&2%	-3%	-35%[12.7 µM]	8%[19.4 µM]	/	/	/
> CCCCCCCn1c(=O)c(C(=O)Nc2cnccn2)c(O)c2ccccc21
  5%	8%	-2%	-2%	0%	4%	-20%	-18%	21%
> CN1C(=O)C(=Cc2cn(CC(=O)N3CCCCC3)c3ccccc23)C(=O)N(C)C1=O
  0%	-11%	1%	-8%	?	5%	-20%	31%	45%[activator]
> Fc1ccc(CN2CCN(c3ccc(Cl)cc3)CC2)cc1
  -16%	-23%	-10%	5%	-32%	-27%	-9%	2%	-14%
> O=C(O)c1ccccc1-c1ccc(C=C2C(=O)N(c3ccccc3)C(=S)N(c3ccccc3)C2=O)o1
  71µM*	50µM*	-7%	20%	18%[0.501 µM]	?	18µM*	45µM*	?
> O=C1NC(=O)C(CCc2ccncc2)(Cc2ccc3c(c2)OCO3)C(=O)N1CCc1ccccc1 (stereo unspecified)
  -32%	-34%	-15%	8%	?	-10%	1%	10%	-5%
> Nc1nc2c(s1)CCCCCCCCCC2
  -27%	?	-7%	-1%	45µM*	-18%	-12%	7%	57%[activator]
> O=P(Oc1ccc(-c2ccccc2)cc1)(N1CC1)N1CC1
  /	-3%	/	/	/	-6%	-1%	/	76%[activator]
> Cc1ccc(N=C(N(C)C)P(=O)(N(C)C)N(C)C)cc1
  -4%	-1%	-5%	0%	14%	-4%	-4%	4%	4%
> CC1=CC2OC3CC4OC(=O)C=CC=CC(C(C)O)OCC(O)C(C)CC(=O)OCC2(CC1O)C4(C)C31CO1 (stereo unspecified)
  /	1%	/	/	/	-14%	-15%	/	-14%
> COC(=O)C1=C(c2ccc(OC(F)(F)F)cc2)C[C@@H]2CC[C@H]1N2C(=O)NCCOc1ccccc1Cl
  3%	-7%	/	?	4%[2.33 µM]	-9%	-13%	/	-11%
> O=C(N=Nc1c(O)[nH]c(=O)[nH]c1=O)C1COc2cc3ccccc3cc2O1 (stereo unspecified)
  ?	-15%[11.4 µM]	?	-4%	50µM*	-21%	-9%	?	20%
> C[C@]12C[C@@H](O)[C@H](O)CC1=CCC1C2CC[C@]2(C)C(=O)CCC12 (stereo partly specified)
  /	-8%	/	5%	/	-4%	-15%	/	61%[activator]
> N=c1c[n+](C2CCCCC2)[n-]o1
  0%	2%	-4%	5%	22%[59 µM]	-13%	-3%	3%	-2%
> CC1(C)CC[C@]2(C)CC[C@]3(C)C4C[C@@H]5OO[C@@]6(O5)C(CCCC6(C)C)[C@]4(C)CC[C@@]3(C)C2C1 (stereo partly specified)
  /	-28%	/	/	/	11%	-8%	/	17%
> CN1Cc2cnnn2-c2ccccc2C1C#N (stereo unspecified)
  /	-15%	/	/	/	-13%	-5%	/	13%
> O=C1NC(=O)N(CCNc2ncc(C(F)(F)F)cc2Cl)C(=O)C1/C=N/OCc1c(F)cccc1Cl (stereo unspecified)
  4%	-5%	-1%	-3%	11%	?	-9%	30%	11%
> COc1cc(N)c(Cl)cc1C(=O)NC1CN2CCC1CC2 (stereo unspecified)
  1%	/	2%	-2%&-3%	-24%[59 µM]	/	/	2%	/
> Cc1ccc(CNc2cc(C)nc3nc(-c4ccc(C)cc4)nn23)cc1
  -1%	-19%	-3%	/	3%[59 µM]	-1%[60.1 µM]	-2%	-21%	?
> N#Cc1c(Br)n(C2OC(CO)C(O)C2O)c2ncnc(N)c12 (stereo unspecified)
  /	-6%	/	/	/	-8%	?	/	83%[activator]

14 successive entries from above:
Values run as follows: BAZ2B inh	JMJD2A Tudor inh	BLM inh	APE1 inh	G9a block	Pol kappa inh	Pol eta inh	POLB inh	POLI inh
> Nc1nc2c(s1)CCCCCCCCCC2
  -27%	?	-7%	-1%	45µM*	-18%	-12%	7%	57%[activator]
> O=P(Oc1ccc(-c2ccccc2)cc1)(N1CC1)N1CC1
  /	-3%	/	/	/	-6%	-1%	/	76%[activator]
> Cc1ccc(N=C(N(C)C)P(=O)(N(C)C)N(C)C)cc1
  -4%	-1%	-5%	0%	14%	-4%	-4%	4%	4%
> CC1=CC2OC3CC4OC(=O)C=CC=CC(C(C)O)OCC(O)C(C)CC(=O)OCC2(CC1O)C4(C)C31CO1 (stereo unspecified)
  /	1%	/	/	/	-14%	-15%	/	-14%
> COC(=O)C1=C(c2ccc(OC(F)(F)F)cc2)C[C@@H]2CC[C@H]1N2C(=O)NCCOc1ccccc1Cl
  3%	-7%	/	?	4%[2.33 µM]	-9%	-13%	/	-11%
> O=C(N=Nc1c(O)[nH]c(=O)[nH]c1=O)C1COc2cc3ccccc3cc2O1 (stereo unspecified)
  ?	-15%[11.4 µM]	?	-4%	50µM*	-21%	-9%	?	20%
> C[C@]12C[C@@H](O)[C@H](O)CC1=CCC1C2CC[C@]2(C)C(=O)CCC12 (stereo partly specified)
  /	-8%	/	5%	/	-4%	-15%	/	61%[activator]
> N=c1c[n+](C2CCCCC2)[n-]o1
  0%	2%	-4%	5%	22%[59 µM]	-13%	-3%	3%	-2%
> CC1(C)CC[C@]2(C)CC[C@]3(C)C4C[C@@H]5OO[C@@]6(O5)C(CCCC6(C)C)[C@]4(C)CC[C@@]3(C)C2C1 (stereo partly specified)
  /	-28%	/	/	/	11%	-8%	/	17%
> CN1Cc2cnnn2-c2ccccc2C1C#N (stereo unspecified)
  /	-15%	/	/	/	-13%	-5%	/	13%
> O=C1NC(=O)N(CCNc2ncc(C(F)(F)F)cc2Cl)C(=O)C1/C=N/OCc1c(F)cccc1Cl (stereo unspecified)
  4%	-5%	-1%	-3%	11%	?	-9%	30%	11%
> COc1cc(N)c(Cl)cc1C(=O)NC1CN2CCC1CC2 (stereo unspecified)
  1%	/	2%	-2%&-3%	-24%[59 µM]	/	/	2%	/
> Cc1ccc(CNc2cc(C)nc3nc(-c4ccc(C)cc4)nn23)cc1
  -1%	-19%	-3%	/	3%[59 µM]	-1%[60.1 µM]	-2%	-21%	?
> N#Cc1c(Br)n(C2OC(CO)C(O)C2O)c2ncnc(N)c12 (stereo unspecified)
  /	-6%	/	/	/	-8%	?	/	83%[activator]

Screening results from PubChem BioAssay.
